Screening data (PubChem)
PfG6PD inh: PfG6PD (Plasmodium falciparum) enzyme inhibition; PfGluPho enzyme, NADPH resazurin-diaphorase fluorescence; AID 504690; 350,000 tested, 0.78% active; inhibition, % at 20 µM;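 active means inhibition reaching at least a set limit at 20 µM in the primary screen, cut at about 59% in these data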;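 further: 0% = DMSO wells with substrate and 100% = DMSO wells lacking glucose-6-phosphate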
SENP8 block: inhibitors of human SENP8 protease; AID 602440; recombinant SENP8, Nedd8 substrate fluorescence; 360,000 tested, 0.64% active; inhibition, % at 20 µM; Q96LD8; in the data active means inhibition mostly above about 40%, no sharp cut-off; inactive means mostly below about 27%
Target sequence (Q96LD8 whole entry, looked up): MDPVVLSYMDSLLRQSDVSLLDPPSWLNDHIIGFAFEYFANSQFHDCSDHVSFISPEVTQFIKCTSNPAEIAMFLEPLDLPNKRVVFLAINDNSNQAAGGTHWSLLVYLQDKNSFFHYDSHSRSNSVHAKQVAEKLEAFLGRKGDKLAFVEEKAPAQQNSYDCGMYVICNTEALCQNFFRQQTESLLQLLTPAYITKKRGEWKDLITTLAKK
SENP7 inh: inhibitors of human SENP7 protease | 330,000 tested, 1.5% active | Q9BQF6 | inhibition, % at 5 µM | recombinant SENP7, Z-RLRGG-aminoluciferin luminescence, 40 min;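 active means inhibition above about 50% at the single test dose, limit read from the data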;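 further: plate controls were DMSO with enzyme for no effect and no enzyme buffer wells for full effect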
GRIN3A LBD mod: NR3A (human) ligand-binding domain modulation. Tm shift relative to glycine control, % at 25 µM. NR3A LBD differential scanning fluorimetry, Tm shift; 0% = protein alone, 100% = glycine-bound protein. 340,000 tested, 2.5% active;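 active means melting temperature shift of at least 10% of the positive control shift, at one fixed dose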
SENP6 inh: SENP6 protease inhibition. Recombinant SENP6 catalytic domain, aminoluciferin luminescence. AID 2599. Q9GZR1. 330,000 tested, 1.8% active. inhibition, % at 10 µM;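 active means inhibition above about 50% at the single tested dose, limit read from the data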;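 further: plate controls were DMSO wells with enzyme for no effect and DMSO wells lacking enzyme for full effect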
Target sequence (Q9GZR1 628-1112 limits assumed): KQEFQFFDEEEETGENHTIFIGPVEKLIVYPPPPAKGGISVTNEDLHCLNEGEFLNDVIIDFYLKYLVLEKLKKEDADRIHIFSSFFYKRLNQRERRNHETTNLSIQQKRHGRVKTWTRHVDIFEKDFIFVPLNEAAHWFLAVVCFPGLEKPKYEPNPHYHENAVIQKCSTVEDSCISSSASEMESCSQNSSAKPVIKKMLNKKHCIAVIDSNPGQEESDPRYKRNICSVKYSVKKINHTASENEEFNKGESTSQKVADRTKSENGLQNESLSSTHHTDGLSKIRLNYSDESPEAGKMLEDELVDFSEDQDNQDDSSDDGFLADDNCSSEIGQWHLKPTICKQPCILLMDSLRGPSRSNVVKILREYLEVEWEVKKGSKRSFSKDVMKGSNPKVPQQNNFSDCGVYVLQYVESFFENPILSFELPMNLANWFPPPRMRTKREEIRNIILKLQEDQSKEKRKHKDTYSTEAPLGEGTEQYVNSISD
MPTP block: permeability transition pore inhibition | isolated mouse mitochondria, Ca2+ swelling absorbance, 30 min | inhibition, % at 10 µM | 360,000 tested, 1.4% active | AID 602449;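 active means inhibition of 50% or more, scaled per plate between neutral and stimulator controls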;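 further: 0% = DMSO wells given calcium and 100% = 1 mM EGTA wells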
ATG4B inh: blocks human ATG4B protease cleavage of LC3 substrate | inhibition, % at 8.33 µM | 340,000 tested, 0.51% active | ATG4B cleavage of LC3-PLA2, NBD-HPC fluorescence, 1 h | Q9Y4P1; in the data active means inhibition above about 40%
HKDC1 inhibitor: blocks human hexokinase HKDC1 activity | recombinant HKDC1, G6PDH/diaphorase resazurin coupled fluorescence | inhibition, % at 20 µM | AID 493160 | 340,000 tested, 0.16% active;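 active means inhibition above about 35% when tested at 20 µM, limit read from the data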;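 further: plate controls were DMSO wells with enzyme for no effect and DMSO wells lacking enzyme for full effect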
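Assay system – recombinant HKDC1 (HK5) hexokinase enzyme, produced in-house · Input – HKDC1 at 5 µg/mL · Reagent – glucose plus 1 mM ATP as hexokinase substrates · Timing – 90 min reaction incubation at room temperature, dark · Measured by – G6PDH/diaphorase-coupled fluorescence, 1 mM NADP, 100 µM resazurin, 525/613 nm · Benchmarks – DMSO-enzyme wells negative, buffer-substituted wells positive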
An asterisk follows results filed as active; i = inactive. Compounds as they come. About 6.9% of those tested had a hit in this group.

mol	PfG6PD inh	SENP8 block	SENP7 inh	GRIN3A LBD mod	SENP6 inh	MPTP block	ATG4B inh	HKDC1 inhibitor
Cc1sc2nc(C3CC3)nc(SCC(=O)N3CC(=O)Nc4ccccc43)c2c1C	13	-29	4	-8	-1	2.3	69*	-1
CSc1ccccc1NC(=O)c1cccc(S(=O)(=O)N2CCN(C)CC2)c1	5	-9	-9	0	0	-0.4	6	-10
Cc1ccc(C(=O)COC(=O)c2ccc3c(c2)C(=O)N(c2cccc4ncccc24)C3=O)cc1	-13	12	-4	2	4	1.4	1	-6
O=C(Nc1ccc(N2CCN(Cc3ccccc3F)CC2)cc1)c1ccc([N+](=O)[O-])o1	7	36	11	-5	10	2.8	-1	-4
CCC(=O)N1c2ccccc2NC2=C(C(=O)CC(C)(C)C2)C1c1cccnc1 (centres undefined)	-13	12	5	0	0	-1.7	4	-11
CCN(CC)S(=O)(=O)c1ccc2[nH]c(=O)[nH]c2c1	4	24	4	-5	1	-0.2	11	-1
COc1ccc(-c2oc3ccc(-c4cc(OC)c(OC)c(OC)c4)cc3c2C#Cc2ccccn2)cc1	11	-494	7	-8	4	-1.0	9	1
CCOC(=O)c1ccc(Nc2nnc(C(C)(C)C)c(=O)[nH]2)cc1	-17	14	-8	-6	-22	93*	3	7
COc1cc(OC)cc(OC(=O)C2CCN(C3=NS(=O)(=O)c4ccccc43)CC2)c1	5	5	-12	-5	-11	-0.6	-7	-7
Cc1[nH]n(-c2ccc([N+](=O)[O-])cc2)c(=O)c1C=NCCN1CCN(C(=O)C(C)C)CC1	-10	25	78*	0	85*	15	1	-8
CCNc1ccc(C(=O)OCC)cc1NC(=O)c1cccc(S(=O)(=O)N(C)c2ccccc2)c1	6	29	3	1	-6	3.6	-7	6
COc1ccc(/C=N/NC(=O)c2ccccc2O)cc1Cn1cc([N+](=O)[O-])cn1	-23	-376	-6	-3	-7	1.1	-5	8

Look-ups from the list:
COc1ccc(/C=N/NC(=O)c2ccccc2O)cc1Cn1cc([N+](=O)[O-])cn1 – ATG4B inh = -5
COc1cc(OC)cc(OC(=O)C2CCN(C3=NS(=O)(=O)c4ccccc43)CC2)c1 – PfG6PD inh = 5
O=C(Nc1ccc(N2CCN(Cc3ccccc3F)CC2)cc1)c1ccc([N+](=O)[O-])o1 – HKDC1 inhibitor = -4

(next part)
mol	PfG6PD inh	SENP8 block	SENP7 inh	GRIN3A LBD mod	SENP6 inh	MPTP block	ATG4B inh	HKDC1 inhibitor
O=C(c1cc2ccccc2o1)N1CCN(c2ccccn2)CC1	-13	-6	0	-1	-1	-0.3	6	-3
Cc1ccc(S(=O)(=O)CCC(=O)NCCc2ccccc2)cc1	-16	4	3	0	5	0.3	-7	2
O=C(O)/C=C\C(=O)Nc1ccccc1F	-28	4	-5	-2	-15	5.7	6	-4
CS(=O)(=O)Nc1ccccc1NS(C)(=O)=O	12	12	-7	0	-11	-1.2	5	-3
N#C/C(=C/c1ccc(CNS(=O)(=O)c2ccccc2)o1)C(N)=O	-4	4	-4	-2	-12	0.5	9	-4
CC(C)CC(=O)NCc1ccc(F)cc1	18	10	9	2	-5	0.9	-4	-5
O=C(NCc1cccc2ccsc12)c1cccs1	-8	13	6	1	14	-1.2	3	2
COc1ccc(C(=O)C[n+]2ccc(-c3nnc4n3CCC4)cc2)cc1	-8	-5	0	6	23	-0.4	6	-5
CCc1nc2ccccc2c2nc3ccccc3n12	18	i	-9	-5	-18	-0.4	-1	-1
COC(=O)C1(c2ccccc2)NC(c2cccs2)C2C(=O)N(c3ccccc3)C(=O)C21 (centres undefined)	-20	21	1	-2	-12	-0.7	0	5
OCC1(Cc2ccc(F)cc2F)CCCN(CCCc2ccccc2)C1 (centres undefined)	-11	14	4	-2	4	-0.9	6	6
CCOc1cc(/C=N/NS(=O)(=O)c2ccccc2)ccc1OS(=O)(=O)c1ccc(C)cc1	-6	19	10	20*	11	4.0	-11	2
COc1ccc(OC)c(C(C)NC(=O)C(C)n2cc([N+](=O)[O-])cn2)c1 (centres undefined)	1	14	6	0	6	-1.7	-9	0
CCc1nc2ccc(C(=O)N(C)CC(=O)Nc3ccc(F)c(F)c3F)cc2nc1CC	-2	4	9	3	-20	-0.4	3	-2
COc1ccc(-c2c(=O)n(OCc3ccccn3)c3ccccc3[n+]2[O-])cc1OC	47	-17	-7	5	-7	-1.6	-19	27
O=C(NCCSc1ncc(-c2ccc(F)cc2)[nH]1)c1ccco1	8	22	-3	1	-13	-2.8	-2	-5
CCc1noc(C)c1C(=O)N1CCN(S(=O)(=O)c2cc(C)ccc2C)CC1	-8	7	-2	1	6	0.4	0	-9
CCOc1ccc(-c2nc(N)ncc2-c2ccc(OC)cc2)c(O)c1	21	-28	2	-7	-7	40	1	-9
COc1ccc(CN2CCNC(=O)C2CC(=O)N2CCCN(C(C)=O)CC2)cc1OC (centres undefined)	-1	5	14	1	4	-0.8	5	-5
O=C(CSc1nc2ccccc2c(=O)n1-c1ccc(F)cc1)Nc1ccc(Cl)c(S(=O)(=O)N2CCOCC2)c1	14	7	3	-6	1	3.2	15	-6
O=C(Cc1ccc(Br)cc1)OCC(=O)N1CCOCC1	7	7	-7	2	-11	-2.6	-1	-2
COc1ccccc1CN=Cc1[nH]c2ccc(Br)c(Cl)c2c1O	-4	-9	2	-1	4	1.4	-8	12
CCCCNC(=O)Nc1ccc2c(c1)N(C)C(=O)c1ccccc1S2	-25	11	-14	-9	-4	3.2	27	0
COc1ccc2c(CC(=O)OCC(=O)Nc3ccc(C)cc3)coc2c1	-4	-30	-2	-20	-7	-1.8	-1	-2

Shown field by field: entries from further up.
Molecule: CCCCNC(=O)Nc1ccc2c(c1)N(C)C(=O)c1ccccc1S2
  PfG6PD inh: -25 | SENP8 block: 11 | SENP7 inh: -14 | GRIN3A LBD mod: -9 | SENP6 inh: -4 | MPTP block: 3.2 | ATG4B inh: 27 | HKDC1 inhibitor: 0

Molecule: COc1ccc2c(CC(=O)OCC(=O)Nc3ccc(C)cc3)coc2c1
  PfG6PD inh: -4 | SENP8 block: -30 | SENP7 inh: -2 | GRIN3A LBD mod: -20 | SENP6 inh: -7 | MPTP block: -1.8 | ATG4B inh: -1 | HKDC1 inhibitor: -2

Later entries:
mol	PfG6PD inh	SENP8 block	SENP7 inh	GRIN3A LBD mod	SENP6 inh	MPTP block	ATG4B inh	HKDC1 inhibitor
O=C(C1=C[C@@H](c2ccc(C(F)(F)F)cc2)C[C@@H](OCc2ccc(CO)cc2)O1)N1CCOCC1	16	20	7	1	-8	-0.6	-17	0
CC1CCCCN1CCNC(=O)CN1C(=O)COc2ccccc21 (centres undefined)	-6	7	-4	1	-7	-0.5	5	-6
CN(C)C(=O)c1nc2ccc(Cl)cn2c1CN1CCCC(OCc2ccccc2)C1 (centres undefined)	7	-5	1	0	-29	-0.6	19	-4
COc1ccc(OC)c2sc(N(CCCN(C)C)C(=O)CCS(=O)(=O)c3ccccc3)nc12	30	-2	-12	2	-13	-1.7	0	8
COc1ccc(CC(=O)NCC(c2ccc(OC)cc2)N(C)C)cc1 (centres undefined)	6	2	2	1	-11	1.7	-4	-9
O=c1[nH]c2ccc(Cl)cc2c(-c2ccccc2)c1N1CCN(CCO)CC1	-8	-292	4	-4	4	1.5	-3	10
Cc1nn(C)c(C)c1NC(=O)COc1ccccc1C#N	-6	11	0	1	13	-0.2	1	-2
COc1ccccc1CNC(=O)C1CCC(CNS(=O)(=O)c2ccc(C)cc2)CC1 (centres undefined)	12	16	-11	6	-45	-0.4	-3	6
O=C(NCC1CCOCC1)C1CCC(=O)N(Cc2cccc(C(F)(F)F)c2)C1 (centres undefined)	5	18	-2	-1	-2	-1.3	-2	-4
COc1ccc2[nH]c(=O)c(CN(C(C)=O)c3ccc(C)c(C)c3)cc2c1	10	-196	-1	-2	13	2.1	-10	-6
Cc1cccc(-c2nc(CN3CCN(C(=O)C4CCCO4)CC3)cs2)c1 (centres undefined)	6	1	-1	0	-5	0.0	11	-6
CC1COc2ccccc2N1C(=O)c1cccnc1Cl (centres undefined)	11	11	-12	3	-15	-1.2	-5	11
O=C(O)c1ccc2nc(-c3ccccc3)c(-c3ccccc3)nc2c1	8	-172	8	4	7	1.3	4	-2
CCC1CN(C(=O)N2CCC(C(=O)NCc3ccc(F)cc3)CC2)c2ccccc2O1 (centres undefined)	7	1	1	-1	3	-1.5	-1	-3
O=C(Nc1ccccc1F)Nc1cc(S(=O)(=O)N2CCOCC2)ccc1N1CCCC1	10	1	5	-1	-9	-0.1	-8	-3
Cc1occc1C(=O)N1CCN(c2ccc([N+](=O)[O-])cc2)CC1	9	12	9	1	-5	-1.4	-6	-3
CC1(c2ccccc2)CC(C)(C)N2C(=O)Cc3cccc1c32 (centres undefined)	-4	17	-5	-1	-14	14	-8	0
CCOC(=O)CCNC(=O)N1CCCC(N(C)CCc2ccccc2)C1 (centres undefined)	3	10	-5	-2	6	0.7	-4	-4
Clc1ccc(CON/C=N/c2ncnc3sccc23)cc1	3	18	-2	-1	6	0.2	-7	6
CCn1cc(C(=O)OCC(=O)NCc2ccccc2Cl)c(=O)c2ccc(C)nc21	10	2	5	0	-19	2.6	9	-4
CC(=O)c1cccc(N(CC(=O)NC2CCCCC2)C(=O)c2csnn2)c1	7	10	-6	-2	-2	0.3	-8	-5
Cc1ccc(NC(=O)Nc2ccc(Cl)cc2)c(Br)c1	-2	4	0	35*	-13	102*	9	-7
COC(=O)CNC(=O)CSc1nc(N)cc(=O)[nH]1	-5	18	-2	0	-2	0.2	-7	-10
N#Cc1cccc(NC(=O)Cn2c3[n+](c4ccc(C(F)(F)F)cc42)CCCCC3)c1	-8	6	1	0	-3	-0.8	-4	-7
Cc1csc(NC(=O)CSc2nnc(C)n2Cc2ccco2)n1	19	25	7	0	-1	-3.0	-4	-7
Nc1nc(NCCO)nc(N2CCCCCC2)c1[N+](=O)[O-]	-3	12	3	-1	-12	-0.2	-1	-1
COCCNC(=O)CN1C(=O)COc2ccc(Cl)cc21	5	7	5	-2	-1	-1.3	1	-7
CC(C)OC(=O)CC(=O)CSc1nc2c(cc1C#N)CCCCCC2	-31	-337	-3	-2	10	2.2	-7	12
Cc1c(CCC(=O)N2CCC(C(=O)O)CC2)c(=O)oc2cc3oc4c(c3cc12)CCCC4	6	-221	-15	-3	-3	0.5	-29	3
O=C(NCCCNC(=O)c1cnccn1)c1ccc(Br)cc1	-5	8	-8	-1	-8	-0.3	4	-2
CCOC(=O)C1(Cc2ccc(OC)cc2)CCN(S(C)(=O)=O)CC1	17	-3	-7	0	-3	-2.6	-3	-9
